KB-3-1 tox: KB-3-1 parental cell cytotoxicity; KB-3-1 viability, CellTiter-Glo ATP luminescence, 72 h; Potency, µM (highest dose often 46.1 µM), for the others: top-dose activity change, negative = cytotoxic, hits mostly cytotoxic; actives 1.4% (n = 400,000); AID 1347075; also: potency is read from the fitted curve at half-maximal effect; % is scaled to controls: 0 for no effect and ±100 for the full control effect; nearly all actives have a fitted effect of over 60% in size
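Cytotoxicity in the drug-sensitive parental line KB-3-1 was scored as loss of CellTiter-Glo luminescence following 72 h incubation with compound. Values come from curve fitting of normalized concentration-response data.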
IL-1B inflam inh: inflammasome signaling inhibition, IL-1 beta readout | THP-1 LPS/ATP IL-1B secretion, AlphaLISA, 16 h; stronger effect = lower value | activity change, % at 57.5 µM | AID 743279 | actives 4.7% (n = 360,000); in the data active = activity change below about -50%; inconclusive = mostly about -30% to -49%; also: % is scaled to controls: 0 for no effect and ±100 for the full control effect
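Secreted IL-1B measured by AlphaLISA bead assay after 16 h compound exposure of THP-1 cells; compounds (final up to 57.5 uM) added 1 h before LPS (250 ng/mL) and ATP (1.25 mM) stimulation; lower signal means less secretion.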
HepG2 viability: HepG2 cytotoxicity, counter-screen for TGF-b inhibitors | HepG2 CAGA-GFP viability, ATP luminescence, 18 h | actives 0.76% (n = 410,000) | Potency, µM (highest dose often 46.1 µM), without a hit: top-dose activity change, negative = cytotoxicity, most hits filed as cytotoxic | AID 588856; also: potency is read from the fitted curve at half-maximal effect; some results filed as inactive show a strong effect at the top dose
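CellTiter-Glo luminescence gave cytotoxicity after 18 hours at 37 degrees C. The cells were HepG2 CAGA-GFP in 1% FBS DMEM, stimulated with 500 pg/mL TGF-beta after compound addition. %Activity was normalised to no-cell wells (complete cell-killing) and DMSO (no toxicity), and curves were fitted and classified.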
HT1080 IDH1KD tx: HT-1080 IDH1 knockdown cell toxicity (counter line). HT-1080 IDH1 knockdown viability, ATP luminescence, 48 h. Potency, µM (titrated, usually from 46.1 µM), without a hit: at the top dose activity, negative = toxicity, most hits filed as cytotoxic. actives 2% (n = 360,000). AID 686971;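 also: potency is read from the fitted curve at half-maximal effect; 0% = DMSO wells and -100% = cell-free medium wells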
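Knockdown cells (IDH1KD HT-1080) received compounds 2 h after plating at 750 cells/well and were kept 48 h at 37 °C in 5% FBS RPMI. A CellTiter-Glo luminescence read gave % activity for curve fitting.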
ATXN viability: viability counter-screen for ATXN expression inhibitors; S2 cells (HEK-293 line with an ATXN2-luciferase reporter) viability, CellTiter-Fluor protease fluorescence, 24 h; Potency, µM (highest dose often 56.7 µM), hits mostly cytotoxic; actives 0.49% (n = 400,000); AID 651635; also: potency is read from the fitted curve at half-maximal effect; nearly all actives have a fitted effect of over 40% in size
ATXN2 expr inh: inhibitors of ATXN2 expression; HEK-293 ATXN2-luciferase reporter, luminescence, 24 h; Potency, µM (series often up to 57 µM), for inactives: at the highest dose activity change, negative = inhibition, usual class: inhibitors; actives 0.72% (n = 360,000); also: potency is read from the fitted curve at half-maximal effect; % is scaled to controls: 0 for no effect and ±100 for the full control effect; nearly all actives have a fitted effect of over 55% in size
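ATXN2-luciferase reporter cells (luciferase flanked by upstream and downstream ATXN2 gene portions) were treated 24 h at 37 °C with compounds at up to 57 uM. SteadyGlo luminescence gave expression; GF-AFC fluorescence gave viability.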
MCF10A rerep: DNA re-replication induction in MCF 10a cells. MCF 10A DNA re-replication, Hoechst nuclear intensity, 48 h. AID 624296. actives 2.9% (n = 350,000). Potency, µM (highest dose often 46.1 µM), for inactives: at the highest dose activity, positive = re-replication, most hits filed as activators; also: potency is read from the fitted curve at half-maximal effect; % of control where 0% means no effect; nearly all actives have a fitted effect of over 50% in size
HT1080-NT tox: kills 2HG-producing HT-1080-NT fibrosarcoma cells; AID 686970; HT-1080-NT fibrosarcoma viability, CellTiter-Glo ATP luminescence, 48 h; Potency, µM (top dose mostly 46.1 µM), for the others: top-dose activity, negative = less viability, actives largely listed as cytotoxic; actives 1.6% (n = 360,000);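 also: NT is the 2HG producing partner of a matched IDH1 knockdown line; potency is read from the fitted curve at half-maximal effect; 0% = DMSO-treated cells and -100% = media-only wells without cells; nearly all actives have a fitted effect of over 55% in size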
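Read-out is CellTiter-Glo luminescence after 10 minutes at room temperature, following 48 hours' compound treatment of HT-1080-NT cells (750 cells/well, RPMI, 5% FBS, 37 degrees C).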
SW480 rereplic: induces DNA re-replication in SW480 colon adenocarcinoma cells | Potency, µM (highest dose often 46.1 µM), for the others: at the highest dose re-replication activation, actives largely listed as activators | SW480 DNA re-replication, Hoechst DNA content imaging, 48 h | actives 1.8% (n = 340,000) | AID 624297; also: potency is read from the fitted curve at half-maximal effect; % of control where 0% means no effect; nearly all actives have a fitted effect of over 55% in size
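SW480 cells exposed to compounds for 48 hr at 37 C, 5% CO2, then Hoechst-stained 40 min. Nuclear DNA content imaged by fluorescence scanning (405 nm excitation, 500-530 nm emission); re-replication scored as increased high-intensity nuclei.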
An asterisk follows results filed as active; i = inactive; ? = inconclusive; · = not tested or not shown; & = joins results of further samples; [ ] = dose if it differs, or a comment. Unless noted, calls follow the shape of the dose curve; as a rule, active = well fitted curve in the direction sought with a large enough effect; inconclusive = small, poorly fitted or top-dose-only effect, or another doubt; inactive = no such curve, though single readings can be large; an effect the other way counts as inactive or inconclusive.

smiles	KB-3-1 tox	IL-1B inflam inh	HepG2 viability	HT1080 IDH1KD tx	ATXN viability	ATXN2 expr inh	MCF10A rerep	HT1080-NT tox	SW480 rereplic
CCN(CC)C(=O)n1cnc(-c2ccccc2)c1-c1ccccc1	-1%	-7	-32%	11%	i	7%	25%	12%	0%
Cc1ccc2c(c1)C(c1ccccc1)N(C(=O)c1ccc(OC(C)C)cc1)CC(=O)N2 (stereo not given)	0%	·	-19%	·	i	4%	·	·	·
O=C(NN1CCCCC1)c1cccc2ccccc12	15%	-2	-28%	2%	i	6%	3%	4%	-2%
Cc1ccc(C)c(NC(=O)c2nc(Cl)ccc2Cl)c1	9%	49	-20%	0%	?	9%	-19%	-2%	-38%
C[C@@H]1CN([C@H](C)CO)C(=O)CCCn2nncc2CO[C@H]1CN(C)Cc1cccc2c1OCCCO2	-6%	18	-47%	4%	i	-13%	·	6%	·
O=S(=O)(Cc1ccc(Cl)cc1)NCc1cccnc1	0%	16	-26%	6%	i	-21%	-3%	13%	-13%
O=S(=O)(NCCn1ccc2ccccc21)c1ccccc1	-1%	12	-15%	6%	i	-5%	-5%	-3%	2%
COc1ccc(NC(=O)N(C)C[C@H]2Oc3ccc(NC(=O)NC4CCCCC4)cc3C(=O)N([C@H](C)CO)C[C@@H]2C)cc1	21%	31	-10%	2%	i	8%	?	3%	-32%[inhibitor]
CC(=O)Nc1cc(N2C(=O)CCC2=O)ccc1Cl	-3%	17	6%	16%	i	5%	-4%	28%	?
O=C(Nc1ccc(-c2nc3ccccc3[nH]2)cc1)C1CCCO1 (stereo not given)	?	-15	7.1µM*	11µM*	i	-29%	-4%	10µM*	-1%
Cc1cc(NC(=O)c2ccc(S(=O)(=O)N3CCOCC3)cc2)no1	-1%	-1	0%	-1%	i	3%	-43%[inhibitor]	-3%	-32%
Cc1ccc(C)c(NS(=O)(=O)c2cc(C(=O)NCc3ccccn3)ccc2Cl)c1	?	-4	-3%	5%	i	-5%	13%	4%	1%
Cc1ccc(CNC(=O)NCc2ccccc2)cc1	2%	43	-3%	12%	i	·	-5%	13%	-6%
CCCC(=O)N1CCC1(C)C(=O)Nc1ccccn1 (stereo not given)	12%	37	0%	23%	i	6%	·	7%	·
O=C(c1ccccc1Br)N1CCN(c2ncccn2)CC1	-12%	-3	-1%	7%	i	-12%	-10%	9%	0%
O=C(c1ccc2c(c1)OCO2)N1CCCc2ccccc21	6%	12	5%	5%	i	22%	1%	11%	1%
CC(=O)Oc1c(C)c(OC(C)=O)c2c(c1C(C)=O)OC1CC(=O)C(C(C)=O)=C(O)C21C (stereo not given)	-2%	16	0%	-22%	i	·	10%	-11%	-19%
COC(C(=O)Nc1ccc(S(=O)(=O)Nc2cccc3ccccc23)cc1)c1ccccc1 (stereo not given)	0%	0	31%	-21%	i	-4%	?	-13%	·
CC(OC(=O)c1ccco1)C(=O)NC1CCCCC1 (stereo not given)	-17%	-2	-15%	-4%	i	1%	1%	-6%	-3%
O=C(NCc1ccccc1)C1C(c2ccc3c(c2)OCO3)=Nc2ccccc2N1C(=O)c1cccc(C(F)(F)F)c1 (stereo not given)	-22%	-20	·	-14%	·	·	·	-5%	·
COc1cccc(CC(=O)NC2CCSc3ccccc32)c1 (stereo not given)	3%	-16	2%	0%	i	1%	3%	0%	-2%
COC(=O)c1ccccc1NC(=O)Cn1c(=O)cc(C)c2c(C)nn(-c3cccc(Cl)c3C)c21	1%	·	-3%	·	i	2%	·	·	·
CC(C)=CC(=O)Nc1ccc(OCc2ccccc2)cc1	?	-19	-7%	?	i	9%[11.3 µM]	?	-16%	-12%
O=C(N/N=C/c1ccc(OCC(=O)N2CCCCC2)cc1)c1ccccc1O	-1%	0	-7%	-4%	i	3%	0%	-8%	14%
COc1ccc(C(=O)Nc2ccccc2N2CCN(C(=O)C(C)C)CC2)cc1Cl	-5%	-16	-35%	12%	i	4%	3%	0%	0%

Next part:
smiles	KB-3-1 tox	IL-1B inflam inh	HepG2 viability	HT1080 IDH1KD tx	ATXN viability	ATXN2 expr inh	MCF10A rerep	HT1080-NT tox	SW480 rereplic
Cc1ccc(NC(=O)CCN2CCN(C/C=C/c3ccccc3)CC2)cc1C	-12%	-53*	-43%	-14%	i	-16%	?	-5%	7%
COc1ccc(OC)c(S(=O)(=O)NC(=O)C2(C)CCN2C(=O)C2(c3ccc(Cl)cc3)CC2)c1 (stereo not given)	2%	7	-26%	18%	i	0%	·	3%	·
O=C(CN1CCN(C/C=C/c2ccccc2)CC1)NCc1ccccc1	1%	0	4%	12%	i	·	24%	3%	-4%
COc1ccc(N(C)S(=O)(=O)c2cccc(C(=O)NC3=NCCS3)c2)cc1	2%	-8	0%	-1%	i	-4%	-12%	-2%	2%
COc1ccc(S(=O)(=O)N2CCOCC2)cc1NC(=O)COc1cccnc1[N+](=O)[O-]	-2%	?	-7%	0%	·	-10%	0.58µM*	9%	-9%
CC(C)c1cn(CC[C@@H]2CC[C@H](NS(=O)(=O)c3ccc(F)cc3)[C@@H](CO)O2)nn1	15%	16	·	20%	·	·	·	13%	·
CCOc1ccccc1CN1CCNC(=O)C1CC(=O)N(C)CCc1ccccn1 (stereo not given)	11%	9	-1%	10%	i	11%	-31%[inhibitor]	0%	-13%
O=[N+]([O-])c1ccccc1N/N=C\c1ccccc1Cl	-10%	-3	3%	11%	?	49%[activator]	2%	5%	-1%[9.22 µM]
O=C(c1ccc([N+](=O)[O-])cc1)N1CCN(C2=NS(=O)(=O)c3ccccc32)CC1	20%	9	-6%	0%	i	-1%	1%	-8%	-4%
COc1cc(N2C(=O)CSC23C(=O)N(Cc2ccc(C)cc2)c2ccccc23)cc(OC)c1OC (stereo not given)	-8%	·	-16%	·	i	-3%	·	·	·
CCN1C(=O)C(NC(C)=O)c2cc(Br)ccc21 (stereo not given)	-4%	19	2%	13%	?	-10%	-2%	14%	-4%
COc1ccc(CNC(=O)Cn2ccc([N+](=O)[O-])n2)cc1OC	2%	1	4%	9%	i	3%	-2%	17%	-1%
Cc1cc(C(=O)N2CCCC(N3CCN(c4ccccc4C)CC3)C2)no1 (stereo not given)	-8%	19	-44%	1%	i	·	·	-4%	·
COC(=O)c1c(C)[nH]c(C)c1-c1ccc(C)cc1	3%	-19	12%	-5%	i	4%	-13%	10%	1%
COc1ccc(NC(=O)Nc2cccc3c2O[C@H](CN(C)C(=O)Nc2ccc4c(c2)OCO4)[C@@H](C)CN([C@H](C)CO)C3=O)cc1	-3%	-19	-22%	-13%	?	5%	7%	0%	-75%[inhibitor][9.22 µM]
CCOc1ccc(N2CC(C(=O)NCc3ccc4c(c3)OCO4)CC2=O)cc1 (stereo not given)	5%	9	9%	5%	i	10%	?	9%	0%
CCNC(=O)C1(C)CCN(C(=O)c2ccc3c(c2)OCO3)C1 (stereo not given)	0%	0	3%	11%	i	13%	·	29%	·
O=C(Nc1ccc(Oc2ccccc2)nc1)C1CCCCN1Cc1cccc(O)c1 (stereo not given)	?	-9	-23%	-4%	i	-10%	?	-1%	0%
CCOC(=O)C(CC)Sc1ccc2nnc(-c3cccnc3)n2n1 (stereo not given)	-20%&5%	27	-7%&-25%	-7%	·	-6%	-1%	-5%	1%
COc1ccc(C2CC(c3ccccc3)=NN2C(=O)COC(=O)c2cnc(Cl)c(Cl)c2)cc1 (stereo not given)	0%	0	-9%	12%	i	3%	-5%	20%	·
CC(C)CC(C(=O)NCc1ccccn1)N1C(=O)c2ccccc2C1=O (stereo not given)	20%	12	4%	8%	?	-1%	2%	11%	2%
O=C(C1=C(O)C(=O)N(c2ncccn2)C1c1cccs1)c1ccco1 (stereo not given)	-19%	0	15%	17%	i	7%	-3%	12%	1%
CC(=O)N1CCc2c(sc(NC(=O)c3ccc(S(=O)(=O)N(C)C)cc3)c2C#N)C1	10%	36	13%	10%	i	1%	0%	3%	-16%
CCO[C@@H]1OC(C(=O)Nc2ccccc2)=C[C@H](c2coc3ccccc3c2=O)[C@H]1CCCO	0%	99	-17%	-1%	?	9%	-34%[inhibitor]	-6%	3%
O=C1c2ccccc2C(=O)N1CCC1(O)C(c2ccccc2)=Nc2ccccc21 (stereo not given)	0%	13	-29%	12%	i	11%	60%	10%	-2%
O=C(CC(Nc1ccccc1Cl)C(=O)OCC(=O)c1cccs1)c1ccccc1 (stereo not given)	20%	-5	1%	0%	·	·	1%	-2%	-5%
Clc1cccc(CN2CCc3c([nH]c4ccccc34)C2)c1	?	-98*	-19%	?	i	?	8%	?	14%

Two entries picked at random from those above, as already listed:
smiles	KB-3-1 tox	IL-1B inflam inh	HepG2 viability	HT1080 IDH1KD tx	ATXN viability	ATXN2 expr inh	MCF10A rerep	HT1080-NT tox	SW480 rereplic
COc1ccc(NC(=O)Nc2cccc3c2O[C@H](CN(C)C(=O)Nc2ccc4c(c2)OCO4)[C@@H](C)CN([C@H](C)CO)C3=O)cc1	-3%	-19	-22%	-13%	?	5%	7%	0%	-75%[inhibitor][9.22 µM]
O=[N+]([O-])c1ccccc1N/N=C\c1ccccc1Cl	-10%	-3	3%	11%	?	49%[activator]	2%	5%	-1%[9.22 µM]
